# Screening data: PubChem BioAssay, National Center for Advancing Translational Sciences (NCATS)
# KDM5B inh: KDM5B demethylase inhibition; Potency, µM (series often up to 57.7 µM), without a hit: top-dose activity change, negative = inhibition, hits mostly inhibitors; Q9UGL1; 220,000 tested, 2.6% active; KDM5B demethylase, FDH-coupled NADH fluorescence (FDH is formaldehyde dehydrogenase); active means well fitted inhibition curve with a large enough effect; inconclusive means small, poorly fitted or top-dose-only effect; inactive means no such curve, though single readings can be large or run the other way; further: 0% is about no effect; nearly all actives have a fitted effect of over 70% in size
# Target sequence (Q9UGL1 whole entry, looked up): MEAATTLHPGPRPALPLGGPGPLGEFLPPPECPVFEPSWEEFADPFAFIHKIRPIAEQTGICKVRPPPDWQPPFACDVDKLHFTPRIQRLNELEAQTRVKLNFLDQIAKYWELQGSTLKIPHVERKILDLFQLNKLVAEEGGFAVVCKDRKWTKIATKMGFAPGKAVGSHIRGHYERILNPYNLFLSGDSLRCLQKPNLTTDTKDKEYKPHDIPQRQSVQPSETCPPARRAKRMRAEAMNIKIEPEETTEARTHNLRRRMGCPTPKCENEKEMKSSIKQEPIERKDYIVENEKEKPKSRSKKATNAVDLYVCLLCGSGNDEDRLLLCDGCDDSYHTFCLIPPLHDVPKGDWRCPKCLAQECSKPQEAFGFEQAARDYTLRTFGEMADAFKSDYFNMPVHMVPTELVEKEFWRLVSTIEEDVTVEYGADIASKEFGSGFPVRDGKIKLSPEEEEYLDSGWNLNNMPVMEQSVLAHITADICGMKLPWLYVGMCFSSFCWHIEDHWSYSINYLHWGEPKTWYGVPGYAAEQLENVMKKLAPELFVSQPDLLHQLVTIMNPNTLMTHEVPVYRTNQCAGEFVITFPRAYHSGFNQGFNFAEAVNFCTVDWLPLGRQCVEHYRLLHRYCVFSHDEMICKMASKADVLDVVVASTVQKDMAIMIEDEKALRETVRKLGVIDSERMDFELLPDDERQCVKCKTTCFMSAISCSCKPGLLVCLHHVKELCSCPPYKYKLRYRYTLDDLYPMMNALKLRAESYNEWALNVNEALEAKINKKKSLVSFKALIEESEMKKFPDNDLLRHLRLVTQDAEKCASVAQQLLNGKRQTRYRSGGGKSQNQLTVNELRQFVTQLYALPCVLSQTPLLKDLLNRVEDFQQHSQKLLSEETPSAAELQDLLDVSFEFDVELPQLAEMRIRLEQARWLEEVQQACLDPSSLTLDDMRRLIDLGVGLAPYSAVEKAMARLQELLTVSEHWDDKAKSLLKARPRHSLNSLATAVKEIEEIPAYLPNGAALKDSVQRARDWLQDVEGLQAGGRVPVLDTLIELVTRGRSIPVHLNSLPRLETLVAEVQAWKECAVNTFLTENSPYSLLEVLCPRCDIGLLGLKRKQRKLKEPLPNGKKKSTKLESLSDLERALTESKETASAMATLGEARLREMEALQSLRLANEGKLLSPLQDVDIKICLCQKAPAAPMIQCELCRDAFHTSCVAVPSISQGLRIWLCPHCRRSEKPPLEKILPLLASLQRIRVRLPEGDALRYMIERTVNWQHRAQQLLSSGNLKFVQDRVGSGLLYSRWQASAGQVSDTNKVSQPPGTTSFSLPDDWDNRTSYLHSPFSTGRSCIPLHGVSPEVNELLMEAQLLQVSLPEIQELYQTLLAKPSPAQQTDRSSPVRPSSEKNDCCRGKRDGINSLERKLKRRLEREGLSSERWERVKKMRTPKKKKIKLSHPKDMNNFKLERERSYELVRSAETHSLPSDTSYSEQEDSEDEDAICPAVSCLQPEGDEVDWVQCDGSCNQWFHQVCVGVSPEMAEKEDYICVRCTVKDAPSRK
#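 KDM5BΔAP (200 nM final) in 50 mM HEPES pH 7.5, 0.01% Tween-20 was preincubated 10 min at RT with compound over a concentration range. Substrate mix (H3K4me3 12.5 µM, α-KG 25 µM, Fe²⁺, ascorbate, NAD⁺, FDH) was added, and NADH fluorescence change over 30 min gave dose-response curves.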
# Starred values were filed as active, the others as inactive; ? = inconclusive; [ ] = dose if it differs, or a comment. Potency means the concentration at half of the fitted maximal effect. The list is partial. The share of hits here may be higher or lower than overall.
molecule | KDM5B inh
Cc1cc(=O)oc2cc(OCC(=O)Nc3nc4ccccc4[nH]3)ccc12 | 0%
Cc1ccc(S(=O)(=O)N2CCN(CCNC(=O)COc3ccccc3)CC2)cc1 | -1%
COc1cncc(NC(=O)C2=NO[C@@H]3CN(Cc4ccccc4)C[C@H]23)c1 | -12%[86.2 µM]
Cc1ccccc1C(=O)N1CCC(C(=O)NCc2coc(-c3cccs3)n2)CC1 | ?
C[C@H]1CCCN1C(=O)c1nnc(COc2ccc(F)c(F)c2)n1-c1cccnc1 | 20%[86.2 µM]
COc1cc(Cl)cc(/C=C/c2ccc3cccc(O)c3n2)c1OC | ?
CCOCCCNC(=O)c1ccc(NC(=O)C23CC4CC(CC(C4)C2)C3)cc1 | 30%
Cc1ccc(C(C)NC(=O)C2(c3cccc(F)c3)CCOCC2)s1 (stereo unspecified) | 9%
NC(=S)Nc1c(Cl)cccc1Cl | -18%
O=C(O)C1Cc2nc[nH]c2CN1C(=O)CC1CCS(=O)(=O)CC1 (stereo unspecified) | -10%
CC(Sc1ccc2c(c1)OCCCO2)C(=O)Nc1ccc(Br)cc1 (stereo unspecified) | -24%
Cn1cc(CN2CCOC[C@H]2c2ncc(-c3ccc(F)cc3F)[nH]2)c2ccccc21 | -25%[86.2 µM]
CC(=O)c1ccc(NC(=O)Cn2c(C)cc(=O)n3nc(-c4cccs4)nc23)cc1 | -19%
O=S1(=O)c2ccc(Br)cc2OC[C@H](Cc2ccccc2)N1Cc1cn(Cc2ccc(Br)cc2)nn1 | 25%
COc1ccc(-c2ccccc2NC(=O)C2CCCN(CC=C(C)C)C2)cc1 (stereo unspecified) | -4%
CC(C)(CC(=O)O)CC(=O)NCc1c(Cl)cccc1Sc1ccc(Cl)cc1 | 6%
CC(C)C(=O)NCC(c1ccc2c(c1)OCO2)N1CCN(c2ccccc2)CC1 (stereo unspecified) | -17%
CC(C)(C)OC(=O)N1CCC(c2c(C(=O)N3CCN(c4ccccn4)CC3)cnn2-c2cccc(F)c2)CC1 | -20%
Cc1cccc2c(-c3ccccc3)c(-c3ccccc3)[nH]c12 | ?
Cc1cc(C(=O)NC2CCNCC2)c2c(C3CCCN3)noc2n1 (stereo unspecified) | ?
Cc1ccc(-n2nc(C)c3c(C(=O)O)cc(C)nc32)cc1 | ?
COc1cc(OC)cc(C(=O)NC2CCCN(c3cc(-c4ccc(F)cc4)[nH]n3)C2)c1 (stereo unspecified) | -24%
C[C@@H](NC(=O)C1CCOCC1)c1onc(-c2ccc(Cl)cc2)c1C(=O)O | -22%[86.2 µM]
O=C(COc1ccc(F)cc1)N1CCC(c2nc3ccccc3o2)CC1 | -2%
Cc1cccc(NC(=O)CN(C)S(=O)(=O)c2ccc3c(c2)c(=O)n(C)c(=O)n3C)c1 | -14%
Cc1ccc(-c2noc([C@@H]3Cc4nc[nH]c4CN3C(=O)NC3CCCCC3)n2)cc1 | ?
Cn1c(=O)c2c(nc(SCC(=O)O)n2Cc2c(F)cccc2Cl)n(C)c1=O | -8%
Cc1cc(NS(C)(=O)=O)cc2sc(NC(=O)c3ccccc3)nc12 | ?
Cc1cccc(OCC2(CNCc3ccccn3)C[C@@H](O)[C@@H](O)C2)n1 (stereo partly specified) | ?
Cc1ccn2c(C(=O)N3CC[C@@](C)(O)[C@@H](O)C3)nnc2n1 | 40%

# Following part:
molecule | KDM5B inh
O=Cc1ccccc1-c1ccc(F)cc1F | 21%[230 µM]
O=C(NCCn1cccn1)C1CCC(=O)N(CCCN2CCOCC2)C1 (stereo unspecified) | -19%
CCn1c(SCc2nc3cc(S(=O)(=O)N(C)C)ccc3n2CC)nnc1C1CC1 | 12%
N#Cc1cccc(CN2C[C@H](O)C[C@H]2c2nc(-c3ccccn3)no2)c1 | -21%[86.2 µM]
COc1ccccc1N1CCN(C2C(=O)c3ccccc3N2C(C)=O)CC1 (stereo unspecified) | -21%
CCC1Oc2ccc(NC(=O)c3ccccc3)cc2CN(Cc2ccc(OC)cc2)C1=O (stereo unspecified) | ?
Cc1ccc2oc(=O)cc(CSc3nc(C)cc(C)c3C#N)c2c1 | ?
O=[S+]([O-])(c1cccnc1)c1nnn2c1nc(N1CCC(F)CC1)c1ccccc12 | -13%[115 µM]
COc1ccc(Cc2nc3nccc(-c4cccc(OC)c4)n3n2)cc1 | 20µM*
COc1cccc(NC(=O)C2CCN(c3cc(C)nc4c(-c5ccc(Cl)cc5)c(C)nn34)CC2)c1 | ?
CCN1C(=O)C2CC3(CCN(C4CCN(C)CC4)CC3)CN2C1=O (stereo unspecified) | ?
CCOC(=O)C(NC(=O)CC)(Nc1ccc(S(N)(=O)=O)cc1)C(F)(F)F (stereo unspecified) | 36%
CCC(=O)C1=C(c2ccc(C3CCCCC3)cc2)N(C(=O)CC)n2cnnc2S1 | 0%
O=C(Nc1ccccc1F)c1nn(Cc2ccccc2)c(=O)c2ccccc12 | 16%
CNC(=O)CCn1ncc2cc(OC3CCc4cccc(-c5cccc(OC)c5)c43)ccc21 (stereo unspecified) | -26%[86.2 µM]
Cc1sc2nc(C(C)Sc3nnnn3C)[nH]c(=O)c2c1C (stereo unspecified) | -13%
CC(=O)NC1=NN(C(C)=O)C2(S1)C(=O)N(C)c1ccc(F)cc12 (stereo unspecified) | 15%
COc1ccc(CN2C(=O)[C@@H]3C[C@@H](O)CN3C3(CN(Cc4cccs4)C3)C2=O)cc1 | 16%[86.2 µM]
CCC(=O)N1C(C(=O)NCC2CCCO2)COC12CCC(C)CC2 (stereo unspecified) | ?
O=C(CSc1nnc(-c2cccc(F)c2)o1)NC1CCCC1 | 9%
CN(Cc1ccccc1)Cc1nc(C2CCOC2)no1 (stereo unspecified) | 3%
CCNC(=O)C(CCSC)NS(=O)(=O)c1ccc(C)cc1 (stereo unspecified) | 24%
O=C(Cn1ccccc1=O)Nc1ccc(F)cc1Cl | -1%
COc1cccc2c1Oc1nc(-c3ccccc3)nc(SCC(=O)Nc3ccccc3)c1C2 | ?
CCc1ccc(C(=O)c2sc(Nc3cccc(Cl)c3)nc2N)cc1 | 0%
CNC(=O)c1ccc(N(Cc2ccccc2C)S(C)(=O)=O)cc1 | 2%
CCCCN(CC)Cc1c(O)ccc2c3c(c(=O)oc12)CCC3 | -189%
CN(C(=O)CN1C(=O)NC2(CCCCC2)C1=O)C1CCCCC1 | 3%
COc1ccccc1/C=C/C(=O)c1ccc(C)cc1OC | 8%
O=C1C(=O)N(C2CCCC2)C(=O)N1Cc1cc(F)cc2cccnc12 | 13%

# Looked up above.
# `COc1ccccc1N1CCN(C2C(=O)c3ccccc3N2C(C)=O)CC1` (stereo unspecified) @ KDM5B inh: -21%
# `CCOC(=O)C(NC(=O)CC)(Nc1ccc(S(N)(=O)=O)cc1)C(F)(F)F` (stereo unspecified) @ KDM5B inh: 36%
# `CN(C(=O)CN1C(=O)NC2(CCCCC2)C1=O)C1CCCCC1` @ KDM5B inh: 3%
# `COc1ccc(CN2C(=O)[C@@H]3C[C@@H](O)CN3C3(CN(Cc4cccs4)C3)C2=O)cc1` @ KDM5B inh: 16%[86.2 µM]
# `CC(=O)NC1=NN(C(C)=O)C2(S1)C(=O)N(C)c1ccc(F)cc12` (stereo unspecified) @ KDM5B inh: 15%
# `CCC(=O)C1=C(c2ccc(C3CCCCC3)cc2)N(C(=O)CC)n2cnnc2S1` @ KDM5B inh: 0%
# `O=C(NCCn1cccn1)C1CCC(=O)N(CCCN2CCOCC2)C1` (stereo unspecified) @ KDM5B inh: -19%

# (next part)
molecule | KDM5B inh
COc1cccc(-c2noc(COC(=O)Cc3n[nH]c(=O)c4ccccc34)n2)c1 | -11%
Cc1cc(C(=O)Nc2ccccc2C(C)C)c2ccccc2n1 | -7%
CN(CCc1ccccc1)c1cnn(CCCn2cnnn2)c(=O)c1 | 4%
CN1CCN(C)c2cnc(-c3cnn(Cc4ccccc4)c3)cc2C1 | ?
CC(C)CC(=O)N1CCC(N2C(=O)C3(CCCC3)C2c2ccccc2)CC1 (stereo unspecified) | -3%
COCc1noc([C@@H]2CN(C(=O)c3cc4ccccc4[nH]3)C[C@H]2C(N)=O)n1 | -12%
CCn1cc(S(=O)(=O)NCC2Cn3cccc3C(=O)N2CCOC)cn1 (stereo unspecified) | -12%
O=C(Nc1sc2c(c1C(=O)O)CCCC2)c1cccs1 | 5%
COCCCNC(=O)C(C#N)c1nc2ccccc2nc1N1CCN(Cc2ccccc2)CC1 (stereo unspecified) | 1%
O=C(CN(Cc1ccco1)S(=O)(=O)c1ccccc1)Nc1ccc2c(c1)OC1(CCCCC1)O2 | -8%
CC1CCCCC1Nc1ncnc2c1CN(C1CCNCC1)C(=O)CN2C (stereo unspecified) | ?
Cc1ccc(-c2nn3c(=O)cc(CN4CCN(C(=O)/C=C/c5ccccc5)CC4)nc3s2)cc1 | 14%
O=C(c1cccs1)N1CCCN(c2cc(-c3ccc(F)cc3)[nH]n2)CC1 | -24%
Cc1ccc(C)c(NC(=O)C(CC(C)C)N2Cc3ccccc3C2=O)c1 (stereo unspecified) | -11%
CC1(c2cccnc2)N(Cc2ccccc2)C(=O)OC12CCN(C(=O)c1cccc(Cl)c1)CC2 (stereo unspecified) | -16%
COCC(=O)Nc1ccc([C@@H](O)[C@H]2COCC(=O)N2Cc2ccc(C(F)(F)F)cc2)cc1 | 0%
CC(NC(=O)CCCc1nc2ccccc2o1)c1ccccc1 (stereo unspecified) | 22%
COc1cc(/C=C(/C#N)C(=O)c2ccccc2)ccc1OC(=O)c1ccc(F)cc1 | ?
CC(C)OC(=O)c1nc2ccccc2nc1N1CCN(c2ccc(F)cc2)CC1 | 3%
Cc1ccc(-n2nc(C)c3c(C)cc(=O)n(CC(=O)Nc4cc(Cl)ccc4C)c32)cc1 | -26%
Cc1cc(NC(=O)CSc2nc(=O)cc(N)n2-c2ccc(C)c(C)c2)no1 | 7%
Cc1cc(C(=O)Nc2sccc2C#N)c2ccccc2n1 | -16%
CCO[C@H]1CN(C(=O)c2cc(OC)nc3ccccc23)C[C@@H]1O | ?
O=C(c1ccc(C(F)(F)F)cc1)N1CCC([C@@H]2CNC[C@H]2CO)CC1 | ?
Cc1cccc(NC(=O)C2CCC(CNS(=O)(=O)c3ccc4c(c3)CCCC(=O)N4)CC2)c1C (stereo unspecified) | ?
CC(Sc1ncnc2nc[nH]c12)C(=O)Nc1ccccc1Cl (stereo unspecified) | 6%
Cc1ccc(CN2CCC(C3CCNC3)CC2)nc1 (stereo unspecified) | -14%
CSCCC(NC(=O)c1ccccc1)C(=O)NCc1ccc(C(F)(F)F)cc1 (stereo unspecified) | 15%
CN(CC(=O)Nc1ccc(Cl)c(C(F)(F)F)c1)C(=O)c1ccccc1SCC(=O)N1CCCC1 | -4%
Cc1cc(C)n(CC(=O)N2CCC(N3C(=O)C4(CCCCC4)C3c3ccccc3)CC2)n1 (stereo unspecified) | 15%

# Arranged by molar mass (smallest number first): 3 of the compounds above.
molecule | KDM5B inh
Cc1cc(C(=O)Nc2sccc2C#N)c2ccccc2n1 | -16%
CC(NC(=O)CCCc1nc2ccccc2o1)c1ccccc1 (stereo unspecified) | 22%
COc1cc(/C=C(/C#N)C(=O)c2ccccc2)ccc1OC(=O)c1ccc(F)cc1 | ?

# More structures.
molecule | KDM5B inh
CSc1ccc(CN2C(=O)C3(CCOCC3)CC2c2nnnn2C(C)(C)C)cc1 (stereo unspecified) | -6%
CCOc1ccc2nc(N3CCCC(C(=O)NCCc4cc(OC)ccc4OC)C3)sc2c1 (stereo unspecified) | 14%
Cn1c2c(c3cc(F)ccc31)CN(C(=O)Nc1cccc(Cl)c1)CC2 | 32µM*
Cc1c(NC(=O)c2cc(-c3ccc(Br)cc3)on2)c(=O)n(-c2ccccc2)n1C | -26%
CC1(C)O[C@H]2[C@@H](O1)[C@@H](C(=O)Oc1ccc(Cl)cc1)O[C@@H]1OC(C)(C)O[C@@H]12 | 22%
CN(Cc1cccc(C(F)(F)F)c1)C(=O)c1ccccc1Cl | -11%[86.2 µM]
Cc1ccc(-c2cc(C(=O)Nc3cccc(CO)c3)c3ccccc3n2)cc1 | -9%
COCCN1CCC(CN(Cc2ccncc2)C(=O)C2CC23CCCC3)CC1 (stereo unspecified) | -10%
CN(Cc1c(F)cccc1Cl)C(=O)c1cccc(NS(C)(=O)=O)c1 | 19%
CCCCOc1ccc(S(=O)(=O)NCc2csc(-c3ccc(OC)cc3)n2)cc1 | -44%
O=C(CN1C(=O)C(c2ccccc2)=NC12CCCC2)NCc1ccc(F)cc1 | 8%
Cc1ccc2[nH]c(C)c(CC(=O)NC(C)c3ccncc3)c2c1 (stereo unspecified) | 3%
CC(C)c1ccc(N2C(=O)N[C@@H]3CCN(C(=O)COc4ccccc4)[C@@H]3C2=O)cc1 | -7%[86.2 µM]
O=C(Oc1ccccc1)N1CCN(C(=O)c2ccco2)CC1 | 2%
COCCn1c(SCc2nc(-c3ccccc3C)no2)nc2ccsc2c1=O | -8%
Cc1nc(-c2ccc(S(=O)(=O)Nc3c(C)cccc3C)cc2)co1 | -14%
COCC(=O)N1CCc2n[nH]c(=O)n2CC1 | -26%
Cc1ccc(-c2nc(CSc3nc4ncccc4[nH]3)c(C)o2)c(C)c1 | -17%
CNC(=O)c1cn2c(n1)CN(S(=O)(=O)c1cccc(OC)c1)CC2 | 23%[149 µM]
CCCN1Cc2cccc(C(=O)Nc3cccc(C(=O)OCC)c3)c2C1=O | -11%
COCc1ccc(C(=O)N2CC[C@@H](NC(=O)c3cnccn3)[C@H](O)C2)o1 | -14%
Cc1nn(C)c(C)c1S(=O)(=O)N1CCC2(CC1)c1[nH]c3ccccc3c1CCN2C | ?
O=C1CO[C@H]2CCN(Cc3ccccn3)CC[C@@H]2N1c1ccccc1 | ?
CCc1nc2nc(C)[nH]n2c(=O)c1NC(=O)Nc1cccc(C(F)(F)F)c1 | -18%
CC(NC(=O)CCNS(=O)(=O)c1cccc2nsnc12)c1ccccc1 (stereo unspecified) | 4%
CCn1c2c(c(=O)n1-c1ccccc1)CCN(CCCc1ccccc1)C2 | ?
